miR122 inh – blocks miR-122 activity in Huh7 sensor cells | Huh7 miR-122 Renilla luciferase sensor, 48 h; neutral wells = 0, positive control = 100 | actives 0.3% (n = 340,000) | AID 602342 | activation (reporter increase), % at 12.5 µM;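 active = mean replicate activation score at least 90 and every replicate individually at or above 90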;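 also: higher luciferase means less miR-122 activity so hits act as miR-122 inhibitors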
* marks the source's active call; other numbers are inactive results.

Compound	miR122 inh
COc1ccc(S(=O)(=O)N2CCCC(C(=O)O)C2)cc1 (configuration not stated)	-2.1
CCOC(=O)N1CCN(C(=S)Nc2ccc(C)c(C)c2)CC1	-11.5
COc1ccc(NC(=O)c2cc(Cl)ccc2NC(=O)c2ccco2)c(OC)c1	-0.6
Cc1cc2oc(=O)cc(CN3CCCc4ccccc43)c2cc1C	-6.3
CCOC(=O)C1C(c2cccs2)NC(=O)N(C)C1(O)C(F)(F)F (configuration not stated)	10.4
Cc1nn(-c2ccc(C(=O)Nc3nnc(C4CC4)s3)cc2)c(C)c1Cl	30.3
CCNC(=O)COc1ccc(Br)cc1Cl	-1.6
O=C(Nc1ccc(Cc2ccncc2)cc1)c1ccc(Br)o1	3.2
Cc1ccc(S(=O)(=O)NC(CC(=O)O)c2ccccc2)c(C)c1 (configuration not stated)	4.7
O=C(N/N=C/c1cccc(C(F)(F)F)c1)C1CCN(c2ncc(C(F)(F)F)cc2Cl)CC1	7.9
COCc1cc(C)c(C#N)c(=S)[nH]1	-3.2
O=c1c2c3c(sc2nc2n1CCCC2)CCCCC3	-1.7
CCN(CC)S(=O)(=O)c1ccc(Oc2ccc(S(=O)(=O)N(CC)CC)cc2)cc1	0.8
COC(=O)Cn1cnc2c(C#N)c3n(c2c1=O)CCCCC3	-6.6
CC(=O)Oc1cc2oc(=O)c3c(c2cc1Cl)CCC3	-3.7
COc1ccc(-c2sc3ccc(OC)cc3c2-c2ccc(OCCN3CCOCC3)cc2)cc1	10.7
CCCCCOC(=O)Cc1c(C)nc(-c2ccccc2)[nH]c1=O	4.2
O=C(CSc1nc2ccccc2o1)Nc1nc2ccc(Br)cc2s1	1.0
Cc1cccc(OCCc2nnc(N)s2)c1C	5.6
CC(=O)NC(Cc1c[nH]c2ccccc12)C(=O)Nc1ccc2c(c1)OCO2 (configuration not stated)	0.4
Cc1ccc(C(=O)Nc2ccc3c(c2)CCC3)o1	-5.7
Cc1cccc(OCCSc2nc3c([nH]2)c(=N)ncn3Cc2ccccc2)c1	3.2
Cc1cc(C)nc(N(C#N)S(=O)(=O)c2ccccc2Cl)n1	-10.3
COc1ccc(C2Nc3ccccc3C(=O)N2O)cc1OC (configuration not stated)	-5.1
CC1=C(C)[N+](=O)C2(O)CCCCC2(C)N1[O-] (configuration not stated)	3.5
Cc1ccc(-c2n[nH]c(=S)n2-c2ccccc2)cc1	4.5
COc1ccc(N=c2scc(-c3ccc(OC)cc3)n2CCO)cc1	5.7
Cn1c(COc2nnc(-c3ccc(Cl)cc3)c3ccccc23)nc2ccccc21	-1.1
Cc1ccc(C2C3CSCC=C3C(C#N)=C(N)C2(C#N)C#N)cc1 (configuration not stated)	-3.8
COc1ccc(-c2cc3nnc(-c4ccccc4)nc3s2)cc1	-0.5
COCCn1nnnc1C(c1ccccc1OC)N1CCN(c2ccccc2)CC1 (configuration not stated)	1.1
O=C(c1ccco1)N1CCN(C(c2ccc(Cl)cc2)c2nnnn2Cc2ccccc2)CC1 (configuration not stated)	19.0
CN(C)C(=O)c1c(-c2ccccc2)oc2ccc(O)cc12	15.9
O=C(O)Cn1cc(F)c(=O)[nH]c1=O	3.8
Cc1ccc(C(=O)O/N=C(\N)c2ccc(Br)cc2)cc1C	-0.2
O=C(NCc1ccc2c(c1)OCO2)C12CC3CC(CC(C3)C1)C2	2.8
CCOc1ccc(-c2csc(C3COc4ccccc4O3)n2)cc1 (configuration not stated)	-13.0
Cc1ccc(-c2noc(CC(c3ccccc3)c3ccccc3)n2)cc1	1.6
CCCN(CCC)C(=S)NC(=O)c1ccc(Cl)cc1Cl	0.4
CCOc1cccc(/C(O)=C2/C(=O)C(=O)N(CCN3CCOCC3)C2c2cccnc2)c1 (configuration not stated)	-4.0
O=C(Nc1nccs1)c1ccc(S(=O)(=O)NCC2CCCCC2)cc1	-19.1
CCC(C)c1ccccc1OCCCCN1CCCC1 (configuration not stated)	29.8
Cc1ccc(OCCSc2ncnc3sc(C)c(C)c23)cc1C	3.2
Cc1cc(N2CCN(C)CC2)nc2ccc(NC(=O)CCC(=O)NCCC3=CCCCC3)cc12	1.7
O=S(=O)(NCCSc1ccc(Cl)cc1)c1ccc2c(c1)OCCO2	17.2
Cc1cc(=O)[nH]c2c1c(C)nn2C1CCCC1	1.3
O=C(NCc1ccc(F)cc1)C(c1ccccc1)N(CC1CCCO1)C(=O)Cn1nnc2ccccc21 (configuration not stated)	-5.7
O=c1n(Cc2ccccc2F)c2ccccc2n1Cc1ccccc1F	53.5
CCC1CCCCN1CCCNC(=O)Cn1ncc2c([nH]c3ccc(C)cc32)c1=O (configuration not stated)	2.4
CCCCOc1ccc(Cl)cc1CSc1n[nH]c(C)n1	-4.2
O=C(Nc1ccc(CN2CCCCC2)cc1)c1ccc2c(c1)OCO2	-4.6
O=C1c2ccccc2C(=O)N1CCCCN(C(=O)c1ccc(Cl)s1)c1ccc(Cl)cc1	1.6
CCC(=O)NC(NC(=S)Nc1ccc(S(N)(=O)=O)cc1)C(Cl)(Cl)Cl (configuration not stated)	-1.3
C=C(Br)Cn1c(CCCC)nc2ccccc21	-0.8
COc1ccc(OC)c(S(=O)(=O)N2CCC(C(=O)NCc3ccccc3)CC2)c1	44.2
CCC(=O)N(C)CCc1cc2c(c(OC)c1/C=N/NC(=O)c1ccc(Br)cc1)OCO2	-4.4
CCOC(=O)CCC(=O)NCc1ccc2c(c1)cc(C)n2C	-6.4
Clc1ccc(NCc2nncn2-c2ccccc2)cc1	1.2
CCCSC1=C(C#N)C(c2cccs2)C(C(=O)Nc2ccccc2)=C(C)N1 (configuration not stated)	0.9
COC(=O)c1oc2ccccc2c1N	-3.3

Following part:
Compound	miR122 inh
CCOc1ncccc1C(=O)OCC(=O)NCCc1ccccc1	-4.5
O=S(=O)(c1ccc(F)cc1)N1CCCC(CO)C1 (configuration not stated)	-5.6
COc1ccc(C(=O)NCC(=O)O)cc1	-7.0
CN(Cc1ccc(-n2cccn2)cc1)C(=O)c1cnn2c1NC(c1ccco1)CC2C(F)(F)F (configuration not stated)	-7.2
COc1ccc(N2CC(C(=O)Nc3ccc4c(c3)OCO4)CC2=O)cc1 (configuration not stated)	2.9
COc1ccc2nc(NC(=O)CSc3nc(C)cc(C)n3)sc2c1	2.8
CN(C(=O)CSc1nnc(NC2CCCCC2)s1)C1CCS(=O)(=O)C1 (configuration not stated)	-0.7
Cc1c(NS(=O)(=O)N2CCCCC2)c(=O)n(-c2ccccc2)n1C	-1.5
COc1ccc(C(=O)/C=C/c2ccccc2F)c(OC(=O)c2ccc([N+](=O)[O-])cc2)c1	1.5
CCC1Oc2ccc(C)cc2N(CC(=O)N(Cc2cccnc2)Cc2ccc(C)o2)C1=O (configuration not stated)	-2.3
CC(NC(=O)Nc1nnc(C(F)(F)F)s1)(C(F)(F)F)C(F)(F)F	-15.1
Cc1oc(C)c2c(=O)ccc3c(c12)OC(N)=C(C#N)C3c1ccc(F)cc1 (configuration not stated)	-4.0
Cc1ccc(CCC(=O)Nc2ccc(S(N)(=O)=O)cc2)o1	-7.5
Cn1c(=O)c(=O)n(C)c2cc(S(=O)(=O)N3CCc4ccccc43)ccc21	-9.2
O=C(NNC(=O)[C@@H]1CCCC[C@@H]1C(=O)O)c1cccs1	-0.9
CN(C)c1nc(SCCOC(=O)c2ccccc2)nc(N(C)C)n1	22.5
Cc1nn(-c2ccccc2)c2c1C(c1ccncc1)C(C#N)=C(N)O2 (configuration not stated)	3.0
CC(=O)N1CCN(c2ccc(NCc3cccs3)cc2)CC1	5.0
CCCC(c1nnnn1CCOC)N1CCN(C(=O)c2ccco2)CC1 (configuration not stated)	-1.3
Cc1cccc(C)c1C(O)c1ncc(-c2ccc(F)cc2)[nH]1 (configuration not stated)	6.9
CCN1C(=O)C2C(C1=O)N1C(c3cccs3)C3C(=O)N(CC)C(=O)C3N1C2c1cccs1 (configuration not stated)	-2.9
COc1cc2nc(C3CCC3)n(NC(=O)C3CCC3)c(=O)c2cc1OC	-13.2
Cc1sc2c(c1C)c(=O)nc1scc(CC(=O)O)n12	1.3
OC(CNCc1ccccc1)(c1ccc(F)cc1)c1ccc(F)cc1	-1.7
COC(=O)Cn1nc(-c2ccccc2)c2ccccc21	1.9
Cn1c(SCC(=O)N2CCCc3ccccc32)nnc1-c1cccs1	2.2
CC1(C)CC(=NO)CC(C)(C)N1	0.2
Cc1ccc(/C(N)=N/OC(=O)Oc2ccccc2)cc1	1.5
Cc1cc(C)nc(N2CCC(C(=O)Nc3cccc(C(F)(F)F)c3)CC2)n1	-14.3
CCCCNC(=O)c1nnn(-c2ccccc2)c1N	-6.9
COc1ccc(CCNC(=O)C(=O)Nc2nccs2)cc1OC	-2.1
CC(=O)c1sc2nc(-c3cccs3)ccc2c1N	1.4
CC(C)(C)c1cc(C(C)(C)C)cc(S(=O)(=O)CCc2ccccn2)c1	16.7
CC(C)n1c(C(O)c2ccccc2)nc2ccccc21 (configuration not stated)	-3.1
COc1ccc(C(=O)/C=C2\NCC3c4ccccc4CCN3C2=O)cc1 (configuration not stated)	-0.5
COc1cc(C)nc(OCCNS(=O)(=O)c2cc(C)ccc2C)n1	9.7
CSc1nc(NCc2ccco2)c2sc3nc(C(C)C)c4c(c3c2n1)CC(C)(C)OC4	-7.5
Cn1nc(C(C)(C)C)c([N+](=O)[O-])c1C(=O)NC(C)(C)C	-3.3
Clc1ccc(-c2n[nH]c3c2CCC3)cc1Cl	6.4
COc1ccc(CCNC(=O)C2CCCN2C(=O)Nc2cccc(C(C)=O)c2)cc1OC (configuration not stated)	2.9
CCCc1cc(N2CCN(c3ccccn3)CC2)n2nc(C)c(-c3ccccc3)c2n1	3.0
CCn1nc(NC(=O)c2ccncc2)c2cc3ccc(C)cc3nc21	-9.1
CCCS(=O)(=O)N1CCN(C(=O)COc2ccc(-c3ccccc3)cc2)CC1	-11.7
COc1ccc(C)cc1NC(=O)CN(C)S(=O)(=O)c1ccc2c(c1)c(=O)n(C)c(=O)n2C	7.6
CCN=C1SC(C(=O)Nc2cccc(C)c2)CC(=O)N1CC (configuration not stated)	-3.4
Cc1c(NC(=O)OCCNC(=O)Nc2ccccc2)sc(=S)n1C	-7.9
CCCCCOc1ccc(Cl)cc1CN1CCOCC1	0.8
O=C(Nc1ccc(Oc2ccccc2)cc1)C1CCCO1 (configuration not stated)	-2.0
Cc1ccccc1OCc1nnc2c3cnn(C)c3ncn12	-1.0
COC(=O)c1c(-c2ccc(Br)cc2)noc1N	-2.7
COc1ccc(NC(=O)Nc2ccc3c(c2)N(C)C(=O)CS3)cc1Cl	-6.5
CCOC(=O)c1sc2nc(N3CCOCC3)c3c(c2c1N)CCCC3	-0.7
CCCOC(=O)c1ccc(OCC(O)CN2C(=O)NC(C)(C)C2=O)cc1 (configuration not stated)	-1.6
Cn1c(=O)oc2cc(S(=O)(=O)Nc3ccc4c(c3)OCO4)ccc21	35.7
CCCc1cc(C(=O)NNC(=S)Nc2cccc(C)c2)cs1	-3.1
CCN(CC)c1ccc(C2C(C(=O)Nc3ccccn3)=C(C)NC3=C2C(=O)CC(C)(C)C3)cc1 (configuration not stated)	13.3
COCCNC(=O)C(c1cccs1)N(Cc1ccccc1)C(=O)Cn1nnc2ccccc21 (configuration not stated)	-1.1
COC(=O)c1ccccc1NC(=O)Cn1cnc2ccc(S(=O)(=O)N3CCC(C)CC3)cc2c1=O	-5.0
COc1ccc(N(C)S(=O)(=O)c2cccc(C(=O)NC3=NCCS3)c2)cc1	-15.3
CC(C)CC(=O)O/N=C1\C(=O)N(c2ccccc2)c2ccccc21	-1.3

2 of the compounds above, field by field.
Structure: CCN(CC)c1ccc(C2C(C(=O)Nc3ccccn3)=C(C)NC3=C2C(=O)CC(C)(C)C3)cc1 (configuration not stated)
  miR122 inh: 13.3

Structure: COCCNC(=O)C(c1cccs1)N(Cc1ccccc1)C(=O)Cn1nnc2ccccc21 (configuration not stated)
  miR122 inh: -1.1

More structures follow:
Compound	miR122 inh
Nc1nc2c(s1)C(=O)CCC2	-4.0
CCOC(=O)C1=C(C)N(CCCC(=O)O)C(=O)NC1c1ccccc1OS(=O)(=O)c1ccc(C)cc1 (configuration not stated)	0.1
CC1(C)C(=O)OC(c2cccs2)C(C)(C)C1=O (configuration not stated)	-3.8
CCOc1cc(C2C3=C(CCCC3=O)N(CCC(=O)O)C3=C2C(=O)CCC3)ccc1OS(=O)(=O)c1ccc(C)cc1	-17.9
Cc1nnc(SCC(=O)N2CC(=O)Nc3ccccc32)n1C	-14.4
CS(=O)(=O)NCc1nnc(SCC(=O)NC2CCCCC2)n1-c1ccc(F)cc1	1.2
O=C(NCCCN1CCCCCC1)c1ccc(N2CCCC2=O)cc1	1.1
COC(=O)c1[nH]c2cc(OC)ccc2c1NC(=O)c1nonc1C	8.9
O=C(C1CCCCC1)N(Cc1ccccc1)c1ccccn1	-2.9
Cc1ccc(S(=O)(=O)N(CC(=O)NC2CCCCCC2)c2ccccc2F)cc1	-5.4
CCCCCCCCCCCCCCCC[N+](C)(C)CCN(Cc1ccc(OC)cc1)c1ncccn1	-29.0
O=C(NC(=S)NC1CCSC1=O)c1ccccc1Cl (configuration not stated)	-3.1
O=C(/C=C/c1ccc(Cl)cc1Cl)NC(=S)Nc1ccccn1	-3.7
CCOc1cc(C(=O)Nc2ncccn2)cc(OCC)c1OCC	-4.3

High-throughput results from PubChem.

Not all compounds are listed. The share of hits here may be higher or lower than overall.
